From PubChem BioAssay
Hsp90 inh: tumor Hsp90 inhibitors, primary screen, cell lysate, fluorescence polarization, NCI-N417 lysate; Heat shock protein HSP 90-alpha (Homo sapiens), P07900; Cy3B-geldanamycin FP displacement; inhibition, % at 30 µM; 64,000 compounds, 0.35% hits; AID 429, 2006;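 active = inhibition above 50%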;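 also: 0% = tracer plus lysate wells and 100% = tracer alone without lysate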
SF-1 act: activators of human SF-1, primary screen, cell-based, CHO-K1, Gal4-SF-1 LBD, luciferase luminescence; CHO-K1 Gal4-SF-1 LBD luciferase reporter; % increase over DMSO SF-1-specific signal; activation, % at 10 µM; 65,000 compounds, 1.9% hits; AID 522, 2006;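 active = activation above the mean activation of all tested compounds plus 3 SD, cut at about 50% in these data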
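Assay system – CHO-K1 cells with Gal4–hSF-1 LBD chimera plus Gal4-driven luciferase · Quantity – 4,000 cells per well · Times – compound added 1 h post-seeding, 20 h exposure at 37 °C, 5% CO2 · Measured by – luciferase light emission · Benchmarks – DMSO and mock-transfected background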
DUSP1 inh: MKP-1 phosphatase inhibitors, primary screen, biochemical, in vitro. 65,000 compounds, 0.15% hits. Dual specificity protein phosphatase 1 (Homo sapiens), P28562. recombinant MKP-1, OMFP hydrolysis fluorescence. inhibition, %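 (compounds tested at a single concentration somewhere between 10 and 100 µM)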;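 active = inhibition above about 50%, limit read from the data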;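 also: 0% = DMSO max control wells and 100% = wells with enzyme stopped by NaOH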
FXIIa mix inh: human factor XIIa inhibitors, primary screen, biochemical, pooled compound mixtures, fluorogenic substrate; 62,000 compounds, 0.2% hits; purified FXIIa; inhibition, % at 5 µM; AID 684, 2007; in the data active = inhibition above about 20%, passing the limit was not always enough;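 also: 0% = enzyme without compound and 100% = no enzyme blank; some results filed as inactive read as strong as hits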
Cdc25B block: inhibitors of Cdc25B phosphatase catalytic domain, primary screen, biochemical, OMFP fluorescence. 65,000 compounds, 0.1% hits. recombinant Cdc25B, OMFP fluorescence Ex485/Em525. inhibition, %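 (compounds tested at 10 µM final in the well)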. M-phase inducer phosphatase 2 (Homo sapiens), P30305; in the data active = inhibition above about 50%
D1 allo mod: D1 CRE-luciferase signal change, two-sided – cell-based, HEK293 D1, dopamine EC30, D1 allosteric modulator project, primary screen | dopamine EC30 potentiation; actives deviate in either direction | B-score at 10 µM | 58,000 compounds, 5.9% hits | AID 641, 2007;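 active = luminescence count or its row- and column-corrected plate score outside the 99.7% band of the plate's sample wells, on either side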
Her2 expr inh: inhibitors of Her2 protein expression, primary screen, SKBR-3 cells, AlphaScreen, 66K library. AID 645, 2007. 65,000 compounds, 0.69% hits. HER2 level % of control, % at 10 µM. SKBR-3 HER2 protein level, 18-24 h; stronger effect = lower value. Receptor tyrosine-protein kinase erbB-2 (Homo sapiens), P04626;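 active = HER2 level under 5% of the carrier-only control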;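 also: 100% = DMSO carrier and 0% = 500 nM PU-H71 HSP90 inhibitor; lower value means stronger loss of Her2 protein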
Target sequence (P04626 whole entry, looked up): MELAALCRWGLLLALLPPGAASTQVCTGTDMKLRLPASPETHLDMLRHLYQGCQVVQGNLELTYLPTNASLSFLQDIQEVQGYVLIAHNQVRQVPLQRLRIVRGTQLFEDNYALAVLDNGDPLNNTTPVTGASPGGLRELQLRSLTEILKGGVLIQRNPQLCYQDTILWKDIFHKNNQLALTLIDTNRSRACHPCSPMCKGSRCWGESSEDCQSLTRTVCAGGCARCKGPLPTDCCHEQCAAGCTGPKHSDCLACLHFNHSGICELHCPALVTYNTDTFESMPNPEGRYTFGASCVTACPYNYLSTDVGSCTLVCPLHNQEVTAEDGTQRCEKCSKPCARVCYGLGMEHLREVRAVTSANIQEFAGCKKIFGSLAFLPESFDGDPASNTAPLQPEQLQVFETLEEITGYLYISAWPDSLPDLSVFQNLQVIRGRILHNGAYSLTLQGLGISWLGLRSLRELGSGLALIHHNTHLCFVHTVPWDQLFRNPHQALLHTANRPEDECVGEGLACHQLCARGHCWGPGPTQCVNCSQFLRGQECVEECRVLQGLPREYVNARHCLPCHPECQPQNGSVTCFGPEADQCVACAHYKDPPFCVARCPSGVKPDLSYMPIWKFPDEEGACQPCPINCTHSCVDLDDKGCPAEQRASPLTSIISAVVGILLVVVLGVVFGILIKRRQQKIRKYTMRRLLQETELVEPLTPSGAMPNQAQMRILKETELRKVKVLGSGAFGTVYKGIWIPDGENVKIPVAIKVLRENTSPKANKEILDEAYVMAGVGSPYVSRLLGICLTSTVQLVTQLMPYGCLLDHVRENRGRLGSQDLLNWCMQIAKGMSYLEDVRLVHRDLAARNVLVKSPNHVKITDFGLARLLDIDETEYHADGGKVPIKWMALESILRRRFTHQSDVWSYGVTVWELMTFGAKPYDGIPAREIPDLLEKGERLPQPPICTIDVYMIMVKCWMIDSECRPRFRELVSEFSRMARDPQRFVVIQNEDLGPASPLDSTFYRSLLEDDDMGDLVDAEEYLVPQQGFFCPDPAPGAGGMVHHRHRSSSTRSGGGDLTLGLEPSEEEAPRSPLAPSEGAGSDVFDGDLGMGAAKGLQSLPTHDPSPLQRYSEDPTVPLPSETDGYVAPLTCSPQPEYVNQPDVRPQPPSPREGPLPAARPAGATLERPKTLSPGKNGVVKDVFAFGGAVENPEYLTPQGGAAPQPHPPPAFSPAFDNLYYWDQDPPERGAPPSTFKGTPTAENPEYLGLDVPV
RORa activator: activators of orphan receptor RORA, primary screen, cell-based, luminescence | 65,000 compounds, 1.5% hits | activation, % at 10 µM | CHO-K1 Gal4-RORA LBD luciferase reporter; percent increase over mock-subtracted basal signal | Nuclear receptor ROR-alpha (Homo sapiens), P35398;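 active = activation above the mean of all tested compounds plus 3 SD, cut at about 49% in these data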;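 also: 0% = DMSO-treated RORA cells and 100% = added signal equal to DMSO minus mock-transfected cells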
TNAP act DEA: human TNAP enzyme activators, primary screen, biochemical, luminescent, intermediate phosphate acceptor level; 64,000 tested, under 10 active; purified TNAP, CDP-star luminescence, 100 mM DEA, 30 min; stronger effect = higher value; scale: 0 levamisole-inhibited, 1 vehicle-only enzyme; activation factor at 20 µM;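 active = activation factor of at least 2 at 20 µM, relative to controls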
Starred values were filed as active, the others as inactive.

Screening O=C(Nc1ccc2oc(-c3ccccc3)nc2c1)c1ccc2c(c1)OCCO2 returned Hsp90 inh -6, SF-1 act 20, DUSP1 inh 33, FXIIa mix inh 5, Cdc25B block -4, D1 allo mod -0.56, Her2 expr inh 87, RORa activator 11 and TNAP act DEA 0.9.
Screening Cc1cc(C)cc(-n2c(=O)c3sccc3n(CC(=O)NCc3ccco3)c2=O)c1 returned Hsp90 inh 0, SF-1 act 0, DUSP1 inh 1, FXIIa mix inh 4, Cdc25B block -9, D1 allo mod -1.3, Her2 expr inh 91, RORa activator 7 and TNAP act DEA 0.9.
For O=C(O)c1ccc2c(c1)N(Cc1cccc(F)c1)C(=O)CS2 the results were Hsp90 inh -3, SF-1 act -26, DUSP1 inh 7, FXIIa mix inh 2, Cdc25B block -5, D1 allo mod -0.041, Her2 expr inh 79, RORa activator 13 and TNAP act DEA 1.1.
For OC(CNCC1COc2ccccc2O1)COCc1cccs1 (configuration not stated) the results were Hsp90 inh 0, SF-1 act 5, DUSP1 inh -6, FXIIa mix inh 4, Cdc25B block 5, D1 allo mod -0.57, Her2 expr inh 95, RORa activator -15 and TNAP act DEA 0.9.
For CC(=O)N1CCc2cc(S(=O)(=O)NC(CC(C)C)C(=O)Nc3cc(C)ccn3)ccc21 (configuration not stated) the results were Hsp90 inh -5, SF-1 act -3, DUSP1 inh -1, FXIIa mix inh 0, Cdc25B block -12, D1 allo mod -4*, Her2 expr inh 86, RORa activator 12 and TNAP act DEA 1.
CC(C)Cc1nnc(NC(=O)CSc2ncn[nH]2)s1 was read as Hsp90 inh -2, SF-1 act 1, DUSP1 inh -8, Cdc25B block -2, D1 allo mod 0.22, Her2 expr inh 85 and RORa activator 5.
Screening CCCC(=O)C1=C(N(C)c2ccccc2)CC(C)(C)C(C(=O)OC)C1=O (configuration not stated) returned Hsp90 inh -1, SF-1 act 2, DUSP1 inh -2, FXIIa mix inh 7, Cdc25B block -6, D1 allo mod 0.78, Her2 expr inh 97, RORa activator 17 and TNAP act DEA 0.9.
Cc1cc(C)n(-c2nc(NCCO)c3c4c(sc3n2)CCCC4)n1 was read as Hsp90 inh -1, SF-1 act -10, DUSP1 inh 14, FXIIa mix inh 2, Cdc25B block 0, D1 allo mod 0.026, Her2 expr inh 177, RORa activator 2 and TNAP act DEA 0.9.
For COc1cc(/C=N/n2nnnc2N)ccc1O the results were Hsp90 inh -2, SF-1 act -4, DUSP1 inh -8, Cdc25B block 0, Her2 expr inh 128, RORa activator -10 and TNAP act DEA 0.9.
Screening Cc1ccc(N(C(C)C(=O)Nc2ccc3c(c2)OCO3)S(C)(=O)=O)cc1 (configuration not stated) returned Hsp90 inh 9, SF-1 act -22, DUSP1 inh -7, FXIIa mix inh 8, Cdc25B block -1, D1 allo mod -0.62, Her2 expr inh 104, RORa activator -2 and TNAP act DEA 0.9.
For O=C(CCS(=O)(=O)c1ccc(Br)s1)N1CCc2ccccc21 the results were Hsp90 inh -6, SF-1 act 6, DUSP1 inh 4, FXIIa mix inh 7, Cdc25B block 0, D1 allo mod 0.58, Her2 expr inh 78, RORa activator -3 and TNAP act DEA 0.9.
For CCOC(=O)c1ccc(CS(=O)c2ccc(Cl)cc2)o1 (configuration not stated) the results were Hsp90 inh -5, SF-1 act -4, DUSP1 inh 9, FXIIa mix inh -6, Cdc25B block -10, D1 allo mod 0, Her2 expr inh 124, RORa activator 16 and TNAP act DEA 0.8.
Screening Cc1ccc(-c2nnc3ccc(SC(C)C(=O)O)nn23)cc1 (configuration not stated) returned Hsp90 inh -4, SF-1 act 7, DUSP1 inh 7, FXIIa mix inh -2, Cdc25B block -24, D1 allo mod 0.031, Her2 expr inh 106, RORa activator -6 and TNAP act DEA 0.9.
`O=C(c1cc2ccccc2c(=O)o1)N1CCCc2ccccc21` gave Hsp90 inh -2, SF-1 act 4, DUSP1 inh 30, FXIIa mix inh 8, Cdc25B block -23, D1 allo mod 0.079, Her2 expr inh 98, RORa activator 8 and TNAP act DEA 0.9.
`CCOC(=O)C1(Nc2nccs2)Sc2ccccc2NC1=O` (configuration not stated) gave Hsp90 inh 0, SF-1 act 6, DUSP1 inh 5, FXIIa mix inh 6, Cdc25B block -15, D1 allo mod 1, Her2 expr inh 85, RORa activator 34 and TNAP act DEA 1.
OC1CCCN(c2c3c(nc4cc(-c5cccc(Cl)c5)nn24)CCC3)C1 (configuration not stated) was read as Hsp90 inh -1, SF-1 act -9, DUSP1 inh 31, FXIIa mix inh 4, Cdc25B block -3, D1 allo mod 3.3*, Her2 expr inh 50, RORa activator 0 and TNAP act DEA 0.9.
Screening Cc1ccc(C)c(NC(=O)C2CC(O)CN2C(=O)OC(C)(C)C)c1 (configuration not stated) returned Hsp90 inh 0, SF-1 act 8, DUSP1 inh -3, FXIIa mix inh 8, Cdc25B block 28, D1 allo mod -0.16, Her2 expr inh 89, RORa activator -3 and TNAP act DEA 1.
`Cc1ccc(NC(=O)CSc2nnc(Cn3c(=O)sc4ccccc43)n2C)cc1` gave Hsp90 inh -3, SF-1 act -5, DUSP1 inh 12, FXIIa mix inh -2, Cdc25B block -9, Her2 expr inh 100, RORa activator -7 and TNAP act DEA 0.9.
For CC(C)(C)n1nnnc1C(c1cccc(C#N)c1)N1CCCc2ccccc21 (configuration not stated) the results were Hsp90 inh 0, SF-1 act 4, DUSP1 inh 4, FXIIa mix inh 8, Cdc25B block -1, D1 allo mod -0.13, Her2 expr inh 127, RORa activator -6 and TNAP act DEA 0.9.
`O=C(C1CCN(S(=O)(=O)N2CCC3(CC2)OCCO3)CC1)N1CCOCC1` gave Hsp90 inh 3, SF-1 act 2, DUSP1 inh -11, FXIIa mix inh 33, Cdc25B block -1, D1 allo mod -0.87, Her2 expr inh 99, RORa activator -11 and TNAP act DEA 0.9.
`CN1CCN(Cc2cc(COCc3ccccc3)c3cccnc3c2O)CC1` gave Hsp90 inh 1, SF-1 act -43, DUSP1 inh 5, FXIIa mix inh 17, Cdc25B block -3, D1 allo mod 0.4, Her2 expr inh 103, RORa activator -25 and TNAP act DEA 1.
CCCCN(C(=O)CNC(=O)c1ccco1)C(C(=O)NC1CCCCC1)c1ccc(OC)cc1OC (configuration not stated) was read as Hsp90 inh 1, SF-1 act -3, DUSP1 inh 26, FXIIa mix inh 4, Cdc25B block 9, Her2 expr inh 90, RORa activator -4 and TNAP act DEA 0.9.
`CN(C1CCCCC1)S(=O)(=O)c1ccc(-n2cnnn2)cc1` gave Hsp90 inh -1, SF-1 act -26, DUSP1 inh 13, FXIIa mix inh -15, Cdc25B block -14, D1 allo mod 0.87, Her2 expr inh 108, RORa activator -3 and TNAP act DEA 0.9.
Screening C=CCOc1nc(N(C)C)nc(N(C)C)n1 returned Hsp90 inh -4, SF-1 act -23, DUSP1 inh -5, FXIIa mix inh 7, Cdc25B block 3, D1 allo mod 2.2, Her2 expr inh 99, RORa activator -22 and TNAP act DEA 0.8.

Gathered by group, those above containing a tert-butyl group
Screening Cc1ccc(C)c(NC(=O)C2CC(O)CN2C(=O)OC(C)(C)C)c1 (configuration not stated) returned Hsp90 inh 0, SF-1 act 8, DUSP1 inh -3, FXIIa mix inh 8, Cdc25B block 28, D1 allo mod -0.16, Her2 expr inh 89, RORa activator -3 and TNAP act DEA 1.
For CC(C)(C)n1nnnc1C(c1cccc(C#N)c1)N1CCCc2ccccc21 (configuration not stated) the results were Hsp90 inh 0, SF-1 act 4, DUSP1 inh 4, FXIIa mix inh 8, Cdc25B block -1, D1 allo mod -0.13, Her2 expr inh 127, RORa activator -6 and TNAP act DEA 0.9.

Returning to the listing; the two compounds before the break are reprinted first.
`CN(C1CCCCC1)S(=O)(=O)c1ccc(-n2cnnn2)cc1` gave Hsp90 inh -1, SF-1 act -26, DUSP1 inh 13, FXIIa mix inh -15, Cdc25B block -14, D1 allo mod 0.87, Her2 expr inh 108, RORa activator -3 and TNAP act DEA 0.9.
Screening C=CCOc1nc(N(C)C)nc(N(C)C)n1 returned Hsp90 inh -4, SF-1 act -23, DUSP1 inh -5, FXIIa mix inh 7, Cdc25B block 3, D1 allo mod 2.2, Her2 expr inh 99, RORa activator -22 and TNAP act DEA 0.8.
CCOC(=O)N1CCN(Cc2nc3c(c(=O)n(C)c(=O)n3C)n2Cc2cccc(C)c2)CC1 was read as Hsp90 inh 0, SF-1 act -5, DUSP1 inh 6, FXIIa mix inh 4, Cdc25B block 5, D1 allo mod 0.29, Her2 expr inh 86, RORa activator 15 and TNAP act DEA 0.9.
CCOc1ccc(-n2nc(C(=O)NCCOC)c3ccccc3c2=O)cc1 was read as Hsp90 inh 0, SF-1 act 3, DUSP1 inh -6, FXIIa mix inh 28, Cdc25B block 0, D1 allo mod 0.19, Her2 expr inh 84, RORa activator -20 and TNAP act DEA 1.
Screening CCN(CC)CCNC(=O)c1c(O)c2cc(OC)c(OC)cc2[nH]c1=O returned Hsp90 inh 9, SF-1 act 17, DUSP1 inh 1, FXIIa mix inh 0, Cdc25B block -9, D1 allo mod -1.5, Her2 expr inh 100, RORa activator -13 and TNAP act DEA 1.
Screening COc1ccc(-c2cc3n(n2)CCc2nc4ccccc4n2-3)cc1 returned Hsp90 inh -2, SF-1 act 18, DUSP1 inh 28, FXIIa mix inh -17, Cdc25B block 0, D1 allo mod -0.13, Her2 expr inh 74, RORa activator 1 and TNAP act DEA 1.
O=C(CN1CCCC1)Nc1ccc(Oc2ccc(NC(=O)CN3CCCC3)cc2)cc1 was read as Hsp90 inh -3, SF-1 act 3, DUSP1 inh 1, FXIIa mix inh 3, Cdc25B block -8, D1 allo mod 0.4, Her2 expr inh 88, RORa activator 11 and TNAP act DEA 0.9.
Screening Cc1cc(Cl)ccc1N=Cc1c(O)n(C)c(=O)n(C)c1=O returned Hsp90 inh -3, SF-1 act -10, DUSP1 inh 14, FXIIa mix inh 6, Cdc25B block -5, D1 allo mod 0.42, Her2 expr inh 112, RORa activator 3 and TNAP act DEA 0.9.
`COc1cc(CO)cc(Br)c1OCc1cccnc1` gave Hsp90 inh -7, SF-1 act 0, DUSP1 inh -13, FXIIa mix inh -4, Cdc25B block -3, D1 allo mod -3.1*, Her2 expr inh 166, RORa activator 23 and TNAP act DEA 0.8.
Cc1ccc(F)cc1NC(=O)c1cccc2nccnc12 was read as Hsp90 inh -3, SF-1 act 10, DUSP1 inh -6, FXIIa mix inh -3, Cdc25B block 6, D1 allo mod 0.43, Her2 expr inh 49, RORa activator 10 and TNAP act DEA 0.9.
CCC(C)N(CCNC(=O)CC1Oc2ccccc2NC1=O)C1CCCCC1 (configuration not stated) was read as Hsp90 inh -1, SF-1 act -5, DUSP1 inh 6, FXIIa mix inh 0, Cdc25B block -7, D1 allo mod -1.7, Her2 expr inh 80, RORa activator 6 and TNAP act DEA 0.9.
